FEN1 inh = inhibitors of human flap endonuclease 1; Recombinant FEN1 flap cleavage, fluorescence, 15 min; Potency, µM (doses to about 114 µM), without a hit: at the top dose activity change, negative = inhibition, actives largely listed as inhibitors; hit rate 0.35% among 390,000; also: nearly all actives have a fitted effect of over 65% in size
Target sequence (P39748 whole entry, looked up): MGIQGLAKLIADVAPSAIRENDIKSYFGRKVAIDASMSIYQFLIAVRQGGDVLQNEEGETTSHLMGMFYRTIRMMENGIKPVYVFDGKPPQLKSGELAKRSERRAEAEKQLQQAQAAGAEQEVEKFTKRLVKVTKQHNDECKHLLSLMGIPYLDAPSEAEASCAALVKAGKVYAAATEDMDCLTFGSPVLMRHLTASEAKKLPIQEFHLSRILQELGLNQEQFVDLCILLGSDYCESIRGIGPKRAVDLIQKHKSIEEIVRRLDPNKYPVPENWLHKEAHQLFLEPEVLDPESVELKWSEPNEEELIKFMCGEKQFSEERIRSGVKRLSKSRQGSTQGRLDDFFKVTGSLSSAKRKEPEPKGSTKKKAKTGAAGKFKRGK
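Enzyme 10 nM, 15 min RT preincubation with compound; start with substrate 50 nM final; reads at 0 and 15 min; qHTS titration, four-parameter Hill fit.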
N370S GC mod = inhibits or activates N370S mutant glucocerebrosidase | P04062 | N370S GC spleen homogenate, 4MU-glucoside fluorescence | Potency, µM (top dose mostly 59.4 µM), for inactives: top-dose activity change, negative = inhibition, actives largely listed as inhibitors | hit rate 0.092% among 330,000 | AID 2101;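 also: 0% = full enzyme activity and -100% = no enzyme basal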
DT40 TDP1 CPT = DT40-hTDP1 cell growth loss with CPT. chicken DT40 Tdp1-/-;hTDP1 cells + 20 nM CPT, ATP luminescence, 48 h. Potency, µM (titrated, usually from 46.2 µM), inactives show top-dose activity change, negative = growth inhibition, hits mostly inhibitors. hit rate 12% among 420,000; also: nearly all actives have a fitted effect of over 55% in size
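Chicken DT40 Tdp1-/- cells complemented with human TDP1, 400 cells/well, exposed to compounds plus 20 nM camptothecin for at least 48 h at 37 C; viability read as ATP content by CellTiter-Glo luminescence.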
Numbers without * were called inactive; ? = inconclusive; . = not tested or not shown; & = joins results of further samples; [ ] = remark or other dose. Calls follow the shape of the dose curve; as a rule, active = well fitted curve in the direction sought with a large enough effect; inconclusive = small, poorly fitted or top-dose-only effect, or another doubt; inactive = no such curve, though single readings can be large; an effect the other way counts as inactive or inconclusive. Unless noted, % is scaled to controls: 0 for no effect and ±100 for the full control effect; potency is read from the fitted curve at half-maximal effect. These rows are one share of the data, so the mix of outcomes need not match the whole.

molecule	FEN1 inh	N370S GC mod	DT40 TDP1 CPT
CC(C)(C)C(=O)N1CCN(c2ccc([N+](=O)[O-])c(NCC3CCCO3)c2)CC1 (stereo not drawn)	2%	-3%	?
CCOC(=O)CC(=O)CSc1ncnc2c1cnn2-c1ccccc1	-4%	28%	1%
CCOCc1cnc(C)nc1NCC(=O)c1c(C)[nH]c2ccc(OC)cc12	-11%	.	4%
COc1ccc(S(=O)(=O)N2CCCCC2)cc1NC(=O)c1ccc(Cl)nc1	-11%	.	?
O=C(CSc1n[nH]c(-c2ccccc2Cl)n1)NCCc1ccccc1	0%	.	9.2µM*
CC(=O)N1CCN(c2ccc(Oc3ncnc4sccc34)cc2)CC1	-5%	-2%	-25%
Cc1ccc(C(=O)NCC(=O)NCC(=O)OCC(=O)c2ccc(Br)cc2)cc1	1%	5%	-22%
CN1CCN(c2nc3ccccn3c(=O)c2/C=C(\C#N)S(=O)(=O)c2ccc(Cl)cc2)CC1	-9%	-2%	5%
COc1cc(/C=N/NC(=O)c2ccncc2)ccc1OC(=O)c1ccco1	-13%	-16%	18%
O=C(Nc1cccc(Cl)c1)c1nc[nH]c1C(=O)NCCN(CCNC(=O)c1[nH]cnc1C(=O)Nc1cccc(Cl)c1)CCNC(=O)c1[nH]cnc1C(=O)Nc1cccc(Cl)c1	10%	.	?
O=C(c1ccco1)N1CCCN(Cc2nc(-c3ccc4c(c3)OCO4)no2)CC1	3%	-7%	-10%
COc1ccc(CCN(Cc2ccccn2)C(=S)Nc2ccccc2C)cc1OC	0%	0%	?
O=c1o[nH]c(-c2ccccc2)c1N=Nc1c(F)cccc1Cl	10%	-11%	-5%
O=C(CN(C(=O)CSc1nnc(COc2ccccc2)o1)c1ccc(F)cc1)NC1CCCC1	-12%	3%	?
CCOc1ccc(N(CC(=O)NCCc2ccc(Cl)cc2)S(=O)(=O)c2c(C)[nH]c(=O)[nH]c2=O)cc1	-5%	10µM*	10%
CN(C)S(=O)(=O)c1ccc(Cl)c(C(=O)OCC(=O)c2ccco2)c1	2%	.	4%
COc1ccc(-c2nn3c(-c4ccc(C)cc4)nnc3c3ccccc23)cc1	-1%	.	22%
Cc1ccc2oc(=O)cc(CN3CCOCC3)c2c1	17%	-5%	-5%
CC(=O)c1cccc(NC(=O)C2C3C=CC(C3)C2C(=O)O)c1 (stereo not drawn)	0%	-19%	-5%
Cc1ccc(C(=O)c2cc3ccccc3o2)cc1	-11%	.	-16%
COc1ccc(S(=O)(=O)Nc2cccc(-c3ccc4nncn4n3)c2)c(OC)c1	-7%	-20%	?
CCN1C(=O)C(CC(=O)Nc2ccc(OC)cc2)N(CCc2ccc(F)cc2)C1=S (stereo not drawn)	-1%	5%	21µM*
CN1CCN(c2ccccc2NC(=O)c2sc3ccccc3c2Cl)CC1	-1%	-18%	?
CCN(CC)CCCNC(=S)N1CCC(c2nc3ccccc3[nH]2)CC1	22%	2%	-7%
Cc1nn(-c2ccccc2)c(N)c1Sc1ccccc1[N+](=O)[O-]	-22%	-1%	?
COc1ccc(S(=O)(=O)N2CCOC2CNC(=O)C(=O)NCC(C)C)cc1 (stereo not drawn)	-3%	1%	-19%
O=S(=O)(Nc1ccc2cn[nH]c2c1)c1ccccc1	13%	10%	7%
CCOc1ccc(-c2c[n+]3c(n2-c2ccccc2)CCCCC3)cc1	-9%	26%	0.082µM*
O=[N+]([O-])c1ccc(Sc2n[nH]c(-c3ccco3)n2)nc1	-2%	-5%	-13%
CCC1=C(OC(=O)N(CC)CC)N2C(=O)OC(=NCC(=O)OC)[C@]2(C)[C@H]2C1=CC[C@H]1C(=O)N(C)C(=O)[C@H]12	1%	-6%&6%	-8%
Cc1ccccc1-c1nc(CS(=O)CC(=O)NCCN2CCOCC2)c(C)o1 (stereo not drawn)	-7%	-1%	1%
CN(Cc1ccc(C(C)(C)C)cc1)C(=O)C1CSC2(C)CCC(=O)N12 (stereo not drawn)	13%	.	16µM*
Cc1nc2c(OCc3ccccc3)cccn2c1CC#N	.	6%&-2%	?
N#Cc1ccccc1OCC(=O)Nc1ccc2c(c1)OCCCO2	-12%	?	0%
COC(=O)CCC(=O)c1oc2ccccc2c1N	5%	6%	-20%
COCCNC(=O)CCc1c(C)nc2c(-c3ccc(F)cc3)c(C)nn2c1C	11%&7%	-15%	-13%&-24%
COCCNc1nnc(SCC(=O)NC(=O)c2ccccc2OC)s1	8%	-14%	-10%
CC1CCN(C(=O)CN2C(=O)NC(C)(c3ccc4ccccc4c3)C2=O)CC1 (stereo not drawn)	-8%	.	18µM*
CCOC(=O)c1cc(-c2ccc(F)cc2)n(CCC(=O)NCCc2ccc(C)cc2)c1C	-7%	.	?
COc1cc2nc(SCc3ccc(Cl)cc3)n3nc(CCn4nc(C)cc4C)nc3c2cc1OC	-6%	.	21%
CC(C)C(=O)Nc1ccc2oc(=O)ccc2c1	-2%	4%	6%
CCCN(CCC)CCNC(=O)Cn1ncc2c([nH]c3ccc(C)cc32)c1=O	2%	.	-5%
COc1ccc(N2CCN(C(=O)CSc3nnc(-c4cccnc4)n3-c3ccc(F)cc3)CC2)cc1	-10%	7%	?
O=C1CC(N2CCOCC2)C(=O)N1c1ccc2c(c1)OCO2 (stereo not drawn)	-4%	5%	22%
CSc1ccccc1C(=O)Nc1ccc(C)cc1C	-4%	2%	5%
O=C(NCc1ccccc1)c1ccc(CSc2nc3cccnc3n2Cc2cccc(F)c2)cc1	10%	.	13µM*
CC(=O)Nc1sc(N/N=C\c2ccccc2F)nc1-c1cccs1	-7%	-13%	-24%
O=C(O)Cc1nc(-c2cccnc2)sc1-c1ccc(Br)cc1	1%	1%	?
O=C(CCc1ccccc1O)N/N=C/c1ccc(Sc2cccc3cccnc23)o1	0%	?	?
O=C(COC(=O)Cc1c[nH]c2ccccc12)Nc1cccc2ccccc12	-15%	8%	-4%
CCn1c2ccccc2c2cc(NC(=O)COC(=O)Cc3cn4ccsc4n3)ccc21	-18%	10%	-11%
CC1CCCN(C(=O)C2(NC(=O)Nc3cccc(F)c3)CCCCC2)C1 (stereo not drawn)	7%	26%	0%
Cc1cccc(C(=O)N[C@H](C(=O)Nc2ccc(C)c(S(=O)(=O)N(C)C)c2)C(C)C)c1	-7%	3%	?
c1csc(-c2cn3ccc4ccccc4c3n2)c1	?	-2%	-14%
O=C(NC1CCCc2c1cnn2-c1ccc(F)cc1F)c1csnn1 (stereo not drawn)	-4%	0%	?
CN(C(=O)c1ccc(NC(=O)C2CCN(C(=O)OC(C)(C)C)CC2)cc1)C1CCC1	0%	.	18µM*
CC(=O)NCCNc1nc(-c2ccc3c(c2)OCO3)nc2ccccc12	.	-3%	8%
CN1CCN(CCCNC(=O)c2ccc3c(c2)N(Cc2ccc(F)cc2)CCS3)CC1	-17%	?	16µM*
O=C1CN(c2nc(-c3cccnc3)nc3sc4c(c23)CCCC4)CCN1	-25%	-2%	?
O=C(CSc1cc(Cl)ccc1Cl)NC1CCCc2ccccc21 (stereo not drawn)	-8%	3%	?

More structures.
molecule	FEN1 inh	N370S GC mod	DT40 TDP1 CPT
COc1cccc(-c2nc(SCC(=O)NC3CCCC3)c(-c3ccc(C)cc3)[nH]2)c1	7%	.	?
Cc1cc(C)n(C(C)CNS(=O)(=O)c2ccc(C)c(C)c2)n1 (stereo not drawn)	-8%	0%	-13%
CC(Sc1nc2sc3c(c2c(=O)n1-c1ccccc1)CCCC3)C(=O)O (stereo not drawn)	-3%	-4%	-18%
N#Cc1cccc(C(=O)OCC(=O)c2ccc3c(c2)NC(=O)CO3)c1	8%	0%	-5%
Cc1ccc(CN=C(Nc2ccccc2)NC2CCCCC2)cc1	10%	-7%	21µM*
O=C(c1ccco1)N1CCN(C(=S)Nc2ccc(Br)cc2Cl)CC1	2%	-4%	13%
CC(C(=O)NCC(=O)Nc1ccc(F)c(F)c1F)N1CCN(c2ccc(O)cc2)CC1 (stereo not drawn)	4%	.	?
Cc1ccccc1NC(=O)CSc1nc2cc3c(cc2cc1C)CCC3	4%	16%	4.6µM*
COc1cc(C(=O)N2CCCCC2)ccc1OCC(=O)Nc1ccc(F)cc1	-5%	.	?
CCCC1=Nc2cc(C(=O)NC3CCCC3)ccc2Sc2ccc(C)cc21	-3%	.	1.5µM*
N#CC1=C2Sc3ccccc3N2CCCC1=O	0%	6%	1%
CCOC(=O)c1noc2ncnc(N3CCC(C)CC3)c12	18%	.	?
Cc1ccc(NC(=O)c2cc3cc(OC(F)(F)F)ccc3[nH]2)cc1	-1%	-1%	-2%
CNc1ccc(C=C2C=CC=C2)cc1	1%	.	11µM*
CCCn1c(-c2ccc[nH]c2=O)nc2ccccc21	-9%	3%	-1%
NC(CSCc1ccccc1Cl)C(=O)O (stereo not drawn)	-5%	-10%	-6%
O=C(Cc1nc2ccccc2[nH]c1=O)c1ccc(Cl)cc1	-2%	7%	-3%
CCOC(=O)C1=NNC(C(=O)c2ccccc2)C1c1ccc(OC)cc1 (stereo not drawn)	1%	.	?
COc1cccc(CNC(=O)C2CCC(CNS(=O)(=O)c3ccc(Br)s3)CC2)c1 (stereo not drawn)	5%	.	23µM*
CCCc1nc(SCC(=O)N2CCc3ccccc3C2)c2ccccc2n1	?	1%	?
COc1cccc(CC(=O)Nc2cc(S(=O)(=O)N3CCOCC3)ccc2N2CCN(C)CC2)c1	-3%	.	-2%
Nc1ccc(S(=O)(=O)N2CCOCC2)cc1	-3%	.	5%
CN(CC12CC3CC(CC(C3)C1)C2)C(=O)c1ccco1	12%	.	?
COCCN(CCOC)S(=O)(=O)c1ccc(C(=O)Nc2nc3c(s2)CCc2ccccc2-3)cc1	17%	-3%	9.2µM*
Cc1ccc(NC(=O)NC(=O)c2cnccc2C(F)(F)F)c(C)c1	-5%	4%	-13%
CCOCCOC(=O)COc1ccc2c(=O)c(Oc3ccc(OC)cc3)coc2c1	17%	-14%	2%
CCOc1ccc2ccccc2c1/C=N/NC(=O)c1ccncc1	-25%	2%	3%
N/C(=N\N=C\c1ccnc2ccccc12)SC1CC(=O)N(c2ccc(Br)cc2)C1=O (stereo not drawn)	1%	-11%	?
N#Cc1cc(C#N)c(N2CCN(c3cccc(Cl)n3)CC2)nc1N	-15%	8%	?
COc1ccc(C2=NN(CN3C(=O)C(=O)c4ccccc43)C(c3ccc(OC)cc3)C2)cc1 (stereo not drawn)	-5%	13%	?
COc1ccccc1N1CCN(C2CCN(C(=O)COc3cccc(C)c3)CC2)CC1	-4%	-1%	-19%
COCCn1c(N2CCCC2)nc2c1c(=O)[nH]c(=O)n2C	0%	0%	6%
NC(=O)C(=O)N/N=C/c1c(F)c(F)c(F)c(F)c1F	-1%	12%	4%
O=C1CN(Cc2nc3cc(Cl)ccc3c(=O)[nH]2)CCN1	-4%	-7%	-7%
Cc1ccc(C([O-])=C(C(=S)NCc2ccccc2)[n+]2cccc(CO)c2)cc1[N+](=O)[O-]	9%	.	0%
COc1cccc(CNC(=O)CCS(=O)(=O)c2cccc3nonc23)c1	0%	3%	-13%
O=C(NCCc1ccccc1)C1(c2ccccc2)CCCC1	1%	2%	-5%
Cc1ccc(C)c(S(=O)(=O)NCc2cccnc2)c1	6%	-3%	-4%
Cc1cc(C)n(CC(=O)NNC(=O)c2cccc(C(F)(F)F)c2)n1	-7%	0%	-14%
CC1CCN(S(=O)(=O)c2ccc3nc(Nc4ccc(C#N)cc4)ccc3c2)CC1	4%	.	?
O=C(NCc1ccccc1)C1CCC1	-3%	2%	1%
O=C(Nc1ccccc1)c1cccnc1N1CCCC1	-4%	0%	?
CCN1C(=O)N[C@@H](c2cccc(C(F)(F)F)c2)[C@H](C(C)=O)[C@H]1C	17%	12%[12.8 µM]	-20%
O=C(Cc1ccccc1)Oc1coc(CSc2ncccn2)cc1=O	-10%	9%	7%

Quoted at random: three compounds from above.
molecule	FEN1 inh	N370S GC mod	DT40 TDP1 CPT
COc1ccc(N2CCN(C(=O)CSc3nnc(-c4cccnc4)n3-c3ccc(F)cc3)CC2)cc1	-10%	7%	?
COC(=O)CCC(=O)c1oc2ccccc2c1N	5%	6%	-20%
O=S(=O)(Nc1ccc2cn[nH]c2c1)c1ccccc1	13%	10%	7%

Profiles as entered above. Order of values: FEN1 inh	N370S GC mod	DT40 TDP1 CPT
Profile of COc1ccccc1N1CCN(C2CCN(C(=O)COc3cccc(C)c3)CC2)CC1 → -4%	-1%	-19%
Profile of Cc1ccc(C)c(S(=O)(=O)NCc2cccnc2)c1 → 6%	-3%	-4%

Compound activity as filed in PubChem BioAssay.
